Anesthetic bind: candidate novel general anesthetic via apoferritin binding | Potency, µM (doses to about 77.5 µM), for the others: top-dose activity change, negative = displacement, actives largely listed as inhibitors | apoferritin/1-aminoanthracene competitive binding, fluorescence | P02791 | hit rate 0.074% among 350,000; also: potency is read from the fitted curve at half-maximal effect; % is scaled to controls: 0 for no effect and ±100 for the full control effect; nearly all actives have a fitted effect of over 20% in size
Target sequence (P02791 2-175 limits assumed): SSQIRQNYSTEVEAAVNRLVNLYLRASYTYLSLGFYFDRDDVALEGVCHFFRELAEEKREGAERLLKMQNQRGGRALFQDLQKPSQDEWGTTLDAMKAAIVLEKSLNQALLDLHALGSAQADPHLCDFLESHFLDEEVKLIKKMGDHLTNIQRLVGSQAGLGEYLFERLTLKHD
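In PBS, apoferritin at 10 uM is loaded with 1-AMA from a 50% saturated solution. After 10 min of compound exposure at ambient temperature, reduced 535 nm fluorescence indicates probe displacement.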
RXFP1 ag: RXFP1 (human) receptor agonism; Q9HBX9; HEK293T-RXFP1 cAMP TR-FRET, 30 min; response scale: percent of porcine relaxin response, buffer zero; hit rate 0.3% among 370,000; Potency, µM (titrated, usually from 57.5 µM), inactives show top-dose activation, hits mostly activators; AID 2676; also: potency is read from the fitted curve at half-maximal effect; % is scaled to controls: 0 for no effect and ±100 for the full control effect; nearly all actives have a fitted effect of over 60% in size; many of its hits are not listed in these tables
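HEK293 cells stably expressing RXFP1, treated 30 min at 37C with compounds plus PDE4 inhibitor Ro 20174; cAMP measured by HTRF TR-FRET. Normalized to buffer and 29 nM porcine relaxin; EC50 by Hill fit.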
RXFP1 antag: blocks the human relaxin receptor RXFP1 | activity change, negative = inhibition, % at 57.5 µM | hit rate 0.59% among 350,000 | AID 1259400 | HEK293-RXFP1, relaxin-stimulated cAMP HTRF, 30 min; active compounds read low | Q9HBX9;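 active = activity change of -60% or lower, but not beyond a set lower limit; inconclusive = change between -60% and -40%, or beyond the set limit; inactive = change above -40%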; also: % is scaled to controls: 0 for no effect and ±100 for the full control effect
D1 antag: antagonists of human D1 dopamine receptor. P21728. HEK293 TREx D1 cells, calcium flux, dopamine EC80; active compounds read low. activity change, negative = inhibition, % at 10 µM. hit rate 3.2% among 360,000; in the data active = activity change below about -30%; also: % is scaled to controls: 0 for no effect and ±100 for the full control effect
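Tetracycline-induced HEK293 T-REx cells with force-coupled D1 receptor were loaded with a no-wash calcium dye. Compound was added after a 10 s baseline and read kinetically for 180 s; EC80 dopamine was then added and calcium flux followed another 180 s.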
D1 PAM: potentiators of human D1 dopamine receptor. HEK293 TREx D1 cells, calcium flux, dopamine EC20 potentiation. potentiation, % at 10 µM. hit rate 0.036% among 360,000. AID 504651; in the data active = potentiation above about 30%; also: 0% is about no effect
D2 potentiator: D2 dopamine receptor (human) potentiation | HEK293 T-REx D2, calcium flux, EC20 dopamine potentiation | AID 485347 | P14416 | potentiation, % at 10 µM | hit rate 0.34% among 340,000;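 active = potentiation over 3 SD above the plate norm, cut at about 30% in these data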; also: 0% is about no effect
Target sequence (P14416 whole entry, looked up): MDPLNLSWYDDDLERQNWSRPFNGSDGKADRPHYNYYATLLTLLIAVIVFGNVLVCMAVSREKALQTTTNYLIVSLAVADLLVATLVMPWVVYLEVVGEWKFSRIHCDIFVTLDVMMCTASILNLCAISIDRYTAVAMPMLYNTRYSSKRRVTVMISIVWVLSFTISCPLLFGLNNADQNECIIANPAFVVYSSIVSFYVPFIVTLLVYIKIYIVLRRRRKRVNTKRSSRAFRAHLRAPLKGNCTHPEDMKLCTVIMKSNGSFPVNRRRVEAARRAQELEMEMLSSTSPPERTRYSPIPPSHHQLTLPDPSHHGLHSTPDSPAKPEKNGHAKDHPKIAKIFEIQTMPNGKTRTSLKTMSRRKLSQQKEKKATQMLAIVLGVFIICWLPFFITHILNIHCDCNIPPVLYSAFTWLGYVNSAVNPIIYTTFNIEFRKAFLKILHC
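Potentiation of an EC20 dopamine calcium response measured kinetically over 180 s, after a preceding 180 s compound-only read flagging agonists. Cells: inducible Hek293 Trex D2 line, 4000/well, cultured overnight at 30 C before dye loading.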
TRHR PAM: TRH receptor (human) allosteric enhancement; P34981; TRHR cells, fluo-8 calcium fluorescence, EC20 TRH enhancement; enhancement, % at 2 µM; hit rate 0.66% among 360,000; in the data active = enhancement above about 30%; also: 0% is about no effect
Target sequence (P34981 whole entry, looked up): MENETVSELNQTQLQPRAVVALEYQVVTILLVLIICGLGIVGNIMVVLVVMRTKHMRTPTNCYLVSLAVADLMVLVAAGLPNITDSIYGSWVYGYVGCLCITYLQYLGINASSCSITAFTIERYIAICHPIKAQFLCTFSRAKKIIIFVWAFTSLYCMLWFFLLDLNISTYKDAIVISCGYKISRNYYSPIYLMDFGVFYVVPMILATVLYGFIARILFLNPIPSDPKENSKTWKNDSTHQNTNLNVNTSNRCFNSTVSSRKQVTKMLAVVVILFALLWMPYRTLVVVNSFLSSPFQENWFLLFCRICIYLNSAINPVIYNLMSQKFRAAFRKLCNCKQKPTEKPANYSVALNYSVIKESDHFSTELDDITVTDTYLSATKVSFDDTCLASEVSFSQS
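TRHR-expressing cells loaded with fluo-8 calcium dye were read kinetically (ex 480/em 530) during compound addition, then stimulated with an EC20 of TRH (10 nM final). Enhancement of the Gq-mediated intracellular calcium response was scored.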
D1 ag: human D1 receptor agonism; P21728; HEK293 T-REx D1 cells, calcium flux, agonist mode; activation, % at 2 µM; hit rate 1% among 360,000; in the data active = activation above about 30%; also: 0% is about no effect
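Tetracycline-induced HEK293 TREx D1 cells, force-coupled to calcium signalling, were dye-loaded with a no-wash calcium kit. Compound was pin-added after a 10 s baseline. Fluorescence was read kinetically at 1 cycle/s for 180 s, with calcium rises flagged as agonism.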
TRHR agonist: agonists of human TRH receptor; TRHR cells, calcium flux fluo-8, FDSS agonist mode; activation, % at 2 µM; hit rate 0.18% among 360,000; AID 493084; in the data active = activation above about 30%; also: 0% is about no effect
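In this calcium-flux screen, cells bearing human TRHR are dye-loaded with fluo-8, baselined for 10 cycles, then exposed to library compounds; positive kinetic calcium responses during the agonist phase mark hits, with TRH as control.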
* hit, by the source's call; ? = inconclusive; / = not tested or not shown. Unless noted, calls follow the shape of the dose curve; as a rule, active = well fitted curve in the direction sought with a large enough effect; inconclusive = small, poorly fitted or top-dose-only effect, or another doubt; inactive = no such curve, though single readings can be large; an effect the other way counts as inactive or inconclusive.

SMILES	Anesthetic bind	RXFP1 ag	RXFP1 antag	D1 antag	D1 PAM	D2 potentiator	TRHR PAM	D1 ag	TRHR agonist
CCOC(=O)C1(c2nc(N)cs2)COC(=O)C1 (configuration not stated)	-4%	-2.1%	4	5	3	4	0	-1	-0.1
CCC(=O)Nc1ccc(C)cc1-c1nc2ccccc2n(C(C)C(=O)Nc2ccccc2CC)c1=O (configuration not stated)	-8%	-1.8%	-23	0	-2	-5	1	3	0.5
CC(=O)c1cccc(N=Cc2c(O)c3ccccc3oc2=O)c1	-1%	-7.5%	-4	6	-2	-7	5	-1	-0.1
CCCOc1ccc(/C=c2\sc3ncnn3c2=O)cc1	-5%	-1.2%	-4	-16	-4	3	-2	3	3.7
COCCCC1CCN(C(=O)C2CCC(=O)N(Cc3ccccc3F)C2)CC1 (configuration not stated)	-5%	3.9%	-5	-11	0	6	1	3	-0.7
CCn1nc(C)c(NC(=O)/C=C/c2ccc(OC)c(COc3ccc(Cl)cc3Br)c2)c1C	-7%	-0.1%	3	2	1	11	5	-1	0.5
Cc1ccc(N(CC(=O)NC2CCCCCC2)S(=O)(=O)c2c(C)nn(C)c2C)cc1	-15%	1.6%	25	-9	-9	9	3	0	-0.4
Cc1c(NC(=O)/C(C#N)=C/c2ccc(-c3cccc(Cl)c3)o2)c(=O)n(-c2ccccc2)n1C	-22%	-0.5%	6	-38*	-10	-4	8	0	0.0
Cc1ccc2nc(SCc3nnc(-c4ccccc4Br)o3)[nH]c2c1	?	0.1%	-25	-2	-1	-9	-3	1	-0.9
O=C(c1cc([N+](=O)[O-])ccc1N1CCN(S(=O)(=O)c2ccc(Cl)c(Cl)c2)CC1)N1CCOCC1	-7%	13%	7	-10	-2	3	-4	0	-1.0
COC(=O)C1=C(C)N=c2s/c(=C/c3cccs3)c(=O)n2C1c1cccs1 (configuration not stated)	-21%	2.4%	5	-24	4	-5	11	1	0.3
N#C/C(=C\c1ccc2c(c1)OCO2)C(=O)NCc1ccco1	-2%	-1.5%	1	2	-5	-2	-12	2	-0.3
Cn1cccc1/C=C1\SC(=S)N(NC(=O)c2ccc(F)cc2)C1=O	-17%	0.1%	-35	14	-4	-2	0	13	2.5
Cc1nn(C)c(C(=O)N/N=C/c2ccc(C(F)(F)F)cc2)c1[N+](=O)[O-]	7%	0.9%	/	-4	-3	-4	0	0	-0.7
Cc1occc1-c1nnc(SCC(=O)Nc2nccs2)n1CCc1ccccc1	7%	0.2%	-13	17	1	2	-6	0	-0.4
Cc1ccc(NC(=O)Nc2nnc(Cc3ccc([N+](=O)[O-])cc3)s2)cc1C	-1%	0.2%	-8	5	-2	3	-11	2	-0.1
CSc1nnc(NC(=O)c2ccco2)s1	-9%	0.5%	10	9	-1	-1	-1	3	0.8
O=C(COC(=O)C1=NNC(=O)CC1)NCCc1ccccc1	/	0.5%	1	4	4	2	8	1	-0.1
CCOCCc1nn2c(=O)cc(COC(=O)c3ccc4c(c3)OCO4)nc2s1	2%	6.7%	-4	-3	-9	5	17	8	-0.6
CCSc1nc(O)c(CC)c(=O)n1C(C)CC (configuration not stated)	1%	-0.4%	-7	-5	-4	18	-1	8	-2.1
c1ccc2c(Nc3nnc(-c4ccncc4)s3)cccc2c1	?	0.0%	12	-5	-5	9	8	-1	0.6
Cc1ccc(CNC(=O)C2CCCN(S(=O)(=O)c3cccc4nsnc34)C2)cc1 (configuration not stated)	-17%	4.1%	/	5	0	-4	13	-2	-0.6
O=C(/C=C/c1ccc(Br)cc1)Nc1ccc(S(=O)(=O)Nc2ncccn2)cc1	-1%	0.9%	-11	-1	3	6	4	2	-0.6
O=C(CCSc1nnc2ccc3ccccc3n12)Nc1ccc(F)cc1	2%	?	-16	-9	-6	23	4	4	-0.4
CC(C)N1CCc2nc(SCC(=O)Nc3cccc(F)c3)[nH]c(=O)c2C1	2%	-0.3%	-6	-19	-2	7	0	2	0.4
O=c1[nH]c(-c2ccc(O)cc2)nc2scc(-c3cccs3)c12	10%	3.7%	-19	-18	-6	2	47*	3	0.7
O=C(Nc1ccc(F)cc1)c1ccc(C(=O)N2CCOCC2)cc1	/	-2.2%	/	4	4	8	-4	1	0.2
COC(=O)c1cc(OC)c(OC)cc1NC(=O)c1ccccc1	-7%	5.3%	3	-24	-1	9	-3	5	-0.2
COc1nc(Oc2ccc(C(=O)O)cc2)nc(Oc2ccc(C(=O)O)cc2)n1	-3%	0.6%	-5	8	8	8	11	3	-0.1
CCOC(=O)N1CCN(S(=O)(=O)c2ccc3[nH]cc(C(=O)O)c(=O)c3c2)CC1	-7%	4.8%	-14	-4	1	3	1	2	-0.4
O=c1oc2ccccc2cc1-c1cn2ccccc2n1	-6%	2.9%	-10	-10	-8	11	-2	2	2.9
COc1ccc(NC(=O)c2ccc3snnc3c2)cc1	0%	-0.9%	-5	-12	-5	9	-7	3	-0.9
CC1CCCCN1c1nc(-c2ccc(C(C)(C)C)cc2)nc2ccccc12 (configuration not stated)	-14%	2.8%	-8	31	1	-7	1	0	0.0
O=c1[nH]c2ccccc2[n+]([O-])c1-c1ccccc1	4%	-0.8%	-1	0	-3	-2	-10	1	-1.9
CCOc1ccc(-c2ccc3nnc(SCC(=O)NCC4CCCO4)n3n2)cc1 (configuration not stated)	/	?	-3	9	-7	-1	6	0	-1.4
CCO[C@@H]1OC(C(=O)NCc2nc3ccccc3[nH]2)=C[C@H](C2CCCCC2)[C@H]1CCCO	?	-0.6%	/	3	-4	0	-4	11	-0.1
O=C(CSc1nnc(C2CC2)n1Cc1ccccc1)c1ccc(S(=O)(=O)N2CCOCC2)cc1	-13%	2.4%	-4	1	1	10	-4	2	-0.5
Cc1nn(C)c2c1c(C(F)(F)F)cc(=O)n2CC(=O)NCCC(C)C	-15%	4.3%	1	-2	-1	15	17	0	0.0
CCc1ccc(NC(=O)c2cc3c([nH]c2=O)CC(C)(C)CC3=O)cc1	0%	6.3%	-3	5	1	14	-6	1	0.8
COc1ccc(OC)c(CCNc2nc3cc(OC)c(OC)cc3c3nc(-c4cccnc4)nn23)c1	-11%	1.1%	-10	21	-1	2	-3	1	0.1
Cc1cccc(C)c1NC(=O)c1sc(N)nc1-c1ccccc1	-5%	-0.2%	-3	7	-1	1	-6	0	-1.2
Cc1ccc(-n2[nH]c(C)c(/C=N/NC(=O)c3ccc([N+](=O)[O-])cc3)c2=O)c(C)c1	-6%	1.4%	/	-14	-9	-4	50*	1	-0.2
CCOC(=O)Nc1cccc(OCC(=O)Nc2ccc(OC)cc2OC)c1	-15%	-1.2%	-7	0	-6	-1	-18	1	-0.9
CCc1cc2c(=O)c(-c3cnn(-c4ccccc4)c3)coc2c(CN2CCOCC2)c1O	-17%	2.0%	-9	8	7	13	1	1	-0.6
Cc1ccccc1NC(=O)NCCCN1CCN(C)CC1	5%	-0.6%	0	5	3	9	2	2	-0.9
CCOc1ccc(NC(=O)CNS(=O)(=O)c2ccc(Br)s2)cc1	-2%	5.7%	/	2	-1	5	8	2	-1.5
CN1C(=O)c2ccc(NC(=S)NC(=O)C(C)(C)C)cc2C1=O	-10%	-1.5%	5	-4	8	-6	3	1	0.1
O=C(Nc1c(F)cc(F)cc1Br)c1cc(-c2ccc(O)cc2)on1	?	-1.4%	/	14	1	19	5	26	1.4

Next section (3 carried over from the part before).
SMILES	Anesthetic bind	RXFP1 ag	RXFP1 antag	D1 antag	D1 PAM	D2 potentiator	TRHR PAM	D1 ag	TRHR agonist
CCOc1ccc(NC(=O)CNS(=O)(=O)c2ccc(Br)s2)cc1	-2%	5.7%	/	2	-1	5	8	2	-1.5
CN1C(=O)c2ccc(NC(=S)NC(=O)C(C)(C)C)cc2C1=O	-10%	-1.5%	5	-4	8	-6	3	1	0.1
O=C(Nc1c(F)cc(F)cc1Br)c1cc(-c2ccc(O)cc2)on1	?	-1.4%	/	14	1	19	5	26	1.4
O=C(c1cccc(Cl)c1)N1CCN(C(=O)c2ccco2)CC1	-2%	2.8%	-9	-20	-7	-5	-1	1	0.3
CCCNC(=S)Nc1ccc(S(N)(=O)=O)cc1	-7%	-2.5%	11	4	8	13	11	0	-0.5
Cc1ccc(C)c(C(=O)Cn2c(NCCO)nc3ccccc32)c1	3%	-3.2%	-3	3	-2	15	7	3	1.1
COc1ccc(N2CCN(S(=O)(=O)Cc3ccccc3)CC2)cc1	-4%	0.7%	-1	-7	6	0	-2	1	0.4
Cc1ccc[n+](CC(=O)N2CCCCC2)c1C	4%	-3.5%	-14	5	-3	-3	2	3	2.7
C/C(=N\NC(=O)c1nnn(-c2nonc2N)c1-c1ccc2c(c1)OCO2)c1ccc(F)cc1	-8%	2.0%	-8	9	-1	-1	-1	10	-0.1
Cc1nn(CC(=O)N(C)Cc2ccccc2)c(=O)c2cccn12	5%	-0.7%	-12	-13	-1	/	8	1	0.1
COC(=O)/C(=C\Nc1ccc(Cl)cc1Cl)NC(=O)c1ccc(OC)cc1	4%	-3.4%	-13	3	3	-16	0	1	-0.4
Cc1cc(C)c(Cn2c3ccccc3c3cnn(CC(=O)N4CCCCC4)c(=O)c32)c(C)c1	-12%	-0.2%	-3	15	2	6	7	-3	0.8
Cc1ccc(CCNC(=O)C2CCN(S(=O)(=O)c3ccc4c(c3)NC(=O)CO4)CC2)cc1	-18%	5.6%	1	-10	1	-7	-9	0	-0.1
CCOc1ccc(CCNC(=O)CCCc2nnc3n(CC(C)C)c(=O)c4sccc4n23)cc1	-1%	-0.4%	-4	-4	-4	0	1	2	-0.4
CNS(=O)(=O)c1cc(Br)ccc1S(=O)c1ccccc1C(=O)O (configuration not stated)	12%	-1.8%	-2	-13	1	8	-6	2	0.1
CCOc1ccc(NC(=O)C2(c3ccc(OC)c(OC)c3)CCCC2)cc1	-12%	-1.8%	4	7	-7	1	4	1	-0.1
CCN1CCN(C(c2cccs2)C(C)NC(=O)c2ccccc2F)CC1 (configuration not stated)	1%	3.6%	15	0	-3	10	19	1	-0.2
COc1ccc(Cc2c(O)nc(SCC(=O)N3CCCCCC3)[nH]c2=O)cc1	7%	1.8%	-12	3	10	-5	-9	1	0.4
COc1cc2c(cc1OC)CN(C(=O)c1ccc(N3CCCC3)c([N+](=O)[O-])c1)CC2	/	3.7%	-26	-27	-9	12	-1	4	1.5

Screening data deposited in PubChem BioAssay by National Center for Advancing Translational Sciences (NCATS).

A portion of the library; count on the stated rates, not on these rows.
